# Source: PubChem (several laboratories)
# 14-3-3 Bad inh – inhibitors of 14-3-3 zeta/Bad binding, primary screen, biochemical, TR-FRET, bovine 14-3-3 zeta. 14-3-3 protein zeta/delta (Bos taurus), P63103. TR-FRET 14-3-3zeta/Dy647-pBad peptide displacement, 1 h. inhibition, % at 21.7 µM. 220,000 tested, 0.71% active. AID 781, 2007;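 active = inhibition above about 70%, limit read from the data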;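 note: 0% = full 14-3-3 plus peptide FRET controls and 100% = background without 14-3-3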
# TRPML3 ag – human TRPML3 channel agonists, primary screen, cell-based, HEK293 TRPML3-YFP, Fluo-8 calcium fluorescence, 3 µM; Mucolipin-3 (Homo sapiens), Q8TDD5; 100% = the carbachol control signal; activation, % at 3 µM; 220,000 tested, 0.29% active;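 active = activation above its plate's cutoff, the mean activation of the plate's test wells plus 3 SD, cut at about 12% in these data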;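 note: 0% = DMSO only wells and 100% = carbachol wells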
# Target sequence (Q8TDD5 whole entry, looked up): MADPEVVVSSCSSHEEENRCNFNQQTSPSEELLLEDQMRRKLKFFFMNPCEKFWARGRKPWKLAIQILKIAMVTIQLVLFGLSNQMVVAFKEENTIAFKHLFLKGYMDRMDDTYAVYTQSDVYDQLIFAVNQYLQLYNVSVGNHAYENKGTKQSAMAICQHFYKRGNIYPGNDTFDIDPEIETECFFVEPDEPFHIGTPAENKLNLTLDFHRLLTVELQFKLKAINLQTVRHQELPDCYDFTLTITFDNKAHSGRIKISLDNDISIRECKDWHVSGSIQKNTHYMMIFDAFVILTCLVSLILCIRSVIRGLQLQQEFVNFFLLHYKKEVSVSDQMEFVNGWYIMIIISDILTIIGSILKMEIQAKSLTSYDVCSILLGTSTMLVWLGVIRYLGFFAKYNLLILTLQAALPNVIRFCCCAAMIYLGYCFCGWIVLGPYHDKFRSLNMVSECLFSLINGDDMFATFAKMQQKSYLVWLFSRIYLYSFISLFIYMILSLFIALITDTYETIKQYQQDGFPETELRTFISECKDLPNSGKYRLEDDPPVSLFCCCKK
#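 Material: TRPML3-YFP stable HEK293 cells | Dosing: One concentration, 3 µM nominal, 0.3% DMSO | Timing: 125 s total fluorescence read per well | Technique: Fluo-8 calcium dye fluorescence, ex 470-495, em 515-575 nm | Measure: Percent activation from peak-to-basal fluorescence ratio, scaled between DMSO and carbachol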
# NPY1 pot ag – NPY-Y1 receptor potentiators or agonists, primary screen, cell-based | Neuropeptide Y receptor type 1 (Homo sapiens), P25929 | NPY-Y1 expressing cells, potentiator/agonist activation | activation, % at 3.6 µM | 220,000 tested, 0.37% active | AID 1304, 2008; in the data active = activation above about 33%, passing the limit was not always enough;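 note: cells stimulated with NPY at EC10 then isoproterenol at EC100; 0% = low agonist plus stimulus and 100% = saturating agonist plus stimulus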
# EP2 mod – EP2 receptor modulators, cAMP readout, primary screen, cell-based, HTRF cAMP, PGE2 stimulation; EP2-expressing cells, cAMP HTRF FRET, PGE2 co-stimulation; induction, % at 25 µM; 260,000 tested, 0.83% active;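 active = compounds whose cAMP rise, as percent of the full-agonist control response, exceeds 60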;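 note: rat C6 glioma line stably carrying human EP2 under a CMV promoter; the protocol text gives 20 µM as final concentration; 100% = response of wells given 1 µM PGE2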
# Target sequence (P43116 whole entry, looked up): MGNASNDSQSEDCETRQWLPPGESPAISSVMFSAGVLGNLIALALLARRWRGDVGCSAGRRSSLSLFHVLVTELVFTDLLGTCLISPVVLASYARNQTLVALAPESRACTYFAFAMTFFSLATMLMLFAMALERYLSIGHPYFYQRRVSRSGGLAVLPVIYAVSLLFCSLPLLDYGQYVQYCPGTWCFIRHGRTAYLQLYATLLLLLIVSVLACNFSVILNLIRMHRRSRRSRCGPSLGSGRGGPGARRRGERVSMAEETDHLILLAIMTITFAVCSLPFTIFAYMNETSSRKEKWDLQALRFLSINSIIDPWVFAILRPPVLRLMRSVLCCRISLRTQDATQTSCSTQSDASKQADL
# PPC-1+TRAIL kill – compounds killing PPC-1 cancer cells with TRAIL present, primary screen, TRAIL potentiator project, ATPLite luminescence, uHTS. PPC-1 cells + TRAIL, ATPLite viability luminescence. cell killing (% activity), % at 4 µM. 220,000 tested, 0.41% active. AID 1443, 2008;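 active = cell killing above 50% in the first pass at 4 µM, then a duplicate retest at 5 µM averaging 50% or more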;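 note: plate controls were cells with TRAIL plus DMSO for no effect and medium-only wells lacking cells for full effect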
# EP2 antag – human EP2 receptor antagonists, primary screen, TR-FRET cAMP, C6 glioma cells. inhibition, % at 25 µM. Prostaglandin E2 receptor EP2 subtype (Homo sapiens), P43116. 260,000 tested, 0.52% active. C6 glioma cells expressing human EP2; cells stimulated with saturating PGE2. AID 1422, 2008;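 active = percent inhibition above 40 after rounding to a whole number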;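 note: rat C6 glioma host cells with rolipram phosphodiesterase inhibitor present; the protocol text gives 20 µM as final concentration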
# NPY-Y1 antag – NPY-Y1 receptor antagonists, primary screen, cell-based; HEK293-CNG Y1 cells, membrane potential fluorescence; NPY at EC95, then isoproterenol; inhibition, % at 3.6 µM; 200,000 tested, 1% active; Neuropeptide Y receptor type 1 (Homo sapiens), P25929;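 active = inhibition above the campaign mean inhibition of all tested compounds plus 3 SD, cut at about 20% in these data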;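 note: 0% = DMSO wells given NPY plus isoproterenol and 100% = isoproterenol alone without NPY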
#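 Material: HEK293 Y1/CNG channel cell line; also added: NPY (25 nM), isoproterenol (1 µM), Ro 20-1724 (25 µM); doses: one concentration, 3.6 µM, in 0.4% DMSO; schedule: compound incubation 1 h at room temperature, readout 45 min post-stimulation; technique: membrane potential fluorescence; measure: fluorescence ratio normalized to % inhibition between controls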
# CHOP inh – inhibitors of CHOP promoter induction, primary screen, cell-based, unfolded protein response, luciferase reporter; 220,000 tested, 3.8% active; inhibition, % at 10 µM; CHO-K1 CHOP-promoter luciferase, tunicamycin-induced, 15-18 h; AID 2732, 2010;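 active = compounds that reduced the stress-induced luciferase reporter signal by more than about 70% of percent inhibition, limit read from the data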;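 note: 0% = tunicamycin plus vehicle and 100% = wells without tunicamycin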
# TRPN1 ag – zebrafish TRPN1 channel agonists, primary screen, cell-based, HEK293, calcium fluorescence; 220,000 tested, 0.18% active; AID 1424, 2008; HEK293 zebrafish TRPN1-YFP, Fluo-8 calcium fluorescence; 100% = response to 87 µM carbachol; activation, % at 3 µM; transient receptor potential cation channel N1 (TRPN1/NompC), Danio rerio;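 active = activation above its plate's cutoff, the mean activation of test wells on that plate plus 3 SD, cut at about 19% in these data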;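 note: 0% = DMSO alone and 100% = 87 µM carbachol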
#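 Control set: carbachol 87 µM as high control, DMSO as low control; system: HEK293 stable line with zebrafish TRPN1-YFP; read-out: % activation versus carbachol response; detection: intracellular calcium fluorescence with Fluo-8; doses: single test compound dose, 3 µM nominal, 0.3% DMSO; schedule: dye 1 h 37 °C plus 30 min RT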
# * marks the source's active call; other numbers are inactive results; x = not tested or not shown; & = joins results of further samples; [ ] = remark or other dose. A portion of the library (hit frequency here may not be typical).
# Every second line gives: 14-3-3 Bad inh	TRPML3 ag	NPY1 pot ag	EP2 mod	PPC-1+TRAIL kill	EP2 antag	NPY-Y1 antag	CHOP inh	TRPN1 ag
COc1cc(OC)c(C(=O)CCCN2CCCC2)c(OC)c1
  5	0.8	-29	11	2	16	8	12	1.1
O=C(c1ccc(Cl)cc1)C1CCN(C(=O)N2CCOCC2)CC1
  13	0.7	12	1&-30	-3	9&11	5	19	2.2
CN(C)C(=N)c1n[nH]nc1SCc1ccccc1
  8	0.9	-12	24	-8	8	0	3	0.8
COc1ccc(/C=C2\SC(=NCc3ccccc3)N(Cc3ccccc3)C2=O)cc1OC
  5[fluorescence artefact?]	0.4	7	31	-3	7	0	5	0.9
C=C(C)CN=C1SC(C(=O)Nc2sc3c(c2C(=O)OC)CCC3)C(N)=C1C(N)=O (configuration not stated)
  2	0.7	-16	15	16	8	4	51	0.1
O=C(c1ccc2c(c1)OCO2)C1CCCN(C2CCN(CCc3ccccc3)CC2)C1 (configuration not stated)
  3	1.9	-29	-8	12	4	22*	-3	-0.5
CCCCCOc1ccccc1C(=O)NCCC(=O)O
  16	0.2	-3	-26	43	4	4	-14	-0.9
C=CCNC(=O)C1CC(=O)N(c2ccc(OCC(=O)Nc3ccc(OC)cc3)cc2)C1 (configuration not stated)
  -11	-0.5	-20	7	-4	4	10	-4	0.5
O=[N+]([O-])c1cc(Cl)cc(/C=N/n2cnnc2)c1O
  4	0.8	-7	19	14	6	0	7	-0.8
CC1CCN(C2CC(=O)N(c3ccccc3)C2=O)CC1 (configuration not stated)
  -3	1.0	2	10	20	8	-5	-7	1.2
Cc1cc(C)cc(NS(=O)(=O)c2ccc(NC(=S)Nc3ccccc3)cc2)c1
  -13	0.0	14	-20	31	7	-3	-3	0.5
CCOC(=O)Nc1ccc2ncn(C)c(=O)c2c1
  13	0.2	14	8	4	14	4	11	1.9
CC12CCC(C(=O)N(CSC(=S)N/N=C\c3ccccc3Cl)C1=O)C2(C)C (configuration not stated)
  -16	38*	-11	70*	-6	23	4	47	-0.6
C=CCn1c2ccccc2c2nnc(SCc3ccc4nonc4c3)nc21
  -9	-0.1	-2	18	22	18	2	34	0.5
Cc1nnc(SCC(=O)NC2CC2)n1CC1CCCO1 (configuration not stated)
  -4	0.4	2	-6	-10	5	5	1	-0.4
Cc1cccc(Oc2ccc(NC(=O)c3ccccc3C(=O)O)cc2)c1C
  31	1.4	-6	-11	13	7	6	8	0.9
Cc1cccn2cc(CNC(=O)c3ccco3)nc12
  -14	0.1	6	-1	13	9	7	-8	3.9
CCOC(=O)C1=C(C)N(CCO)C(=O)NC1c1ccccc1 (configuration not stated)
  -13[fluorescence artefact?]	0.8	21	15	14	9	1	15	0.7
NS(=O)(=O)c1ccc(CCNC(=O)CN2CCN(c3ccccc3F)CC2)cc1
  -19	1.0	13	19	32	8	0	18	1.8
Clc1cccc(C[n+]2cc(-c3ccccc3)n3c2CCC3)c1
  -16	0.7	6	-24	27	10	15	14	-0.5
C=CCON1C(=O)c2ccccc2C1=O
  22	1.4	-25	2	12	17	4	-44	-1.0
COC(=O)c1sccc1NC(=O)c1cccs1
  2	0.9	-5	3	32	8	x	-2	0.4
O=C(CN(C(=O)Cn1nnc(-c2ccc(F)cc2)n1)c1cnc2ccccc2c1)NCC1CCCO1 (configuration not stated)
  -7	0.2	-6	50	15	10	5	-4	-0.2
CCOC(=O)c1sc(Nc2ccccc2)nc1C
  4	-1.2	9	39	11	12	3	32	-2.8
CN1C(=O)S/C(=C/c2ccccc2OCc2ccc(C(=O)O)cc2)C1=O
  -4	0.7	-4	-71	21	6	7	-3	-0.7
O=C1CC(NCc2ccc3c(c2)OCO3)C(=O)N1Cc1ccc2c(c1)OCO2 (configuration not stated)
  -3	0.5	-6	-23	20	16	-1	13	-2.1
COc1ccccc1NC(=O)c1ccc(COc2ccc3c(c2)CCC3)cc1
  0	2.3	-8	22	6	5	4	11	1.5
COc1ccccc1/C=C/C(=C1/C(=O)N(c2ccccc2)N=C1C)c1ccc(C)cc1
  -5	1.1	10	34	10	12	4	-10	0.7
CC(C)[C@H](NC(=O)c1ccccc1)C(=O)OCc1nnc(-c2ccccc2)o1
  -6	0.2	1	-2	10	3	-1	5	-0.9
CCOc1ccccc1-c1nc(C(N)=O)c2[nH]c(=O)n(-c3ccc(F)cc3)c2n1
  9	-0.4	-1	35	12	10	2	-10	-2.0
O=C(CSc1ccccn1)C12CC3CC(CC(C3)C1)C2
  -7	0.1	-3	50	-7	5	7	10	-1.6
Cc1nn(-c2ccccc2)c2sc(C(=O)NNC(=O)COc3cccc4ccccc34)cc12
  26[fluorescence artefact?]	0.4	5	-33	4	6	6	92*	1.6
C/C(=N\NC(=S)NC1CCCCC1)c1cccc(C(F)(F)F)c1
  12	0.4	-12	5	-2	1	x	69	0.5
O=S(=O)(N/N=C\c1ccc2c(c1)OCO2)c1ccc(Cl)cc1
  -4	-0.6	-9	-8	34	2	4	24	-0.1
CCOc1ccc(NC(=O)c2cccc3c2C(=O)N(Cc2cccnc2)C3)cc1
  4	1.0	11	3	19	8	0	-25	1.5
CN(C)/C=C(\C#N)C(=O)N/N=C(\CC(=O)C(F)(F)F)c1ccco1
  -8	-0.5	7	-3	19	4	5	7	-1.0
Cc1ccc(S(=O)(=O)c2c(C)nn(-c3ccccc3)c2OC(=O)c2ccco2)cc1
  16	0.1	-24	67*	-4	11	4	103*	0.7
Cc1ccc(NS(=O)(=O)c2cc(NC(=O)c3ccc4c(c3)NC(=O)CS4)ccc2Cl)c(C)c1
  6	-0.1	-19	-41	30	10	-3	39	-0.3
Cc1ccc(OCC(=O)N/N=C/c2ccco2)cc1
  7	1.1	-14	0	-4	7	2	24	0.2
COc1cccc2cc(-c3nc4ccccc4o3)c(=O)oc12
  -15	0.8	11	-32	3	12	2	-11	1.7
COc1ccc(CN(C(=O)CSc2nnc(-c3c[nH]c4ccccc34)o2)c2ccc(F)cc2)cc1OC
  -1	0.5	-6	-49	33	32	5	35	2.4
CC1CN(C(=O)COC(=O)c2cc(Cl)ccc2Cl)CC(C)O1 (configuration not stated)
  -2	0.9	12	-5	6	-1	-1	-3	0.9
COc1ccc(-c2cc(=O)c3ccccc3o2)cc1
  6	x	x	10&-6	-3	16&12	x	-4	x
COc1ccc(C2C(C#N)=C(SCC(=O)Nc3ccc(C)cc3)NC3=C2C(=O)CC(C)(C)C3)cc1 (configuration not stated)
  6	-0.1	39	-5	6	19	-5	38	0.7
NS(=O)(=O)c1ccc(CCNC(=O)CNS(=O)(=O)c2cccc(Br)c2)cc1
  -11	0.2	12	-30	17	14	-4	7	-0.8
CC(C(=O)O)c1n[nH]c(=O)c2ccccc12 (configuration not stated)
  -5[fluorescence artefact?]	1.2	12	20	6	10	5	19	0.8
CCOC(=O)c1cccc(NC(=O)CCS(=O)(=O)c2ccc(Br)s2)c1
  -6	-0.3	7	-32	18	5	3	42	-0.9
CCOC(=O)c1c(N=CN(C)C)c(C#N)c2n1CCCC2
  -9[fluorescence artefact?]	0.8	5	15	10	6	-1	-1	0.3
O=C(c1ccccc1)[C@@H]1[C@@H](C(=O)c2ccc(F)cc2)[C@@]2(C(=O)Nc3ccccc32)[C@H]2c3ccccc3C=CN12
  -2	-0.2	-3	16	2	12	9	5	0.2
CC(C)c1ccc(NC(=O)COC(=O)C2=COCCO2)cc1
  3	0.9	19	12	21	18	5	2	1.3
CCc1ccc(NC(=S)N(CCN2CCCCC2)Cc2ccco2)cc1
  -20	0.1	-2	10	20	14	-2	7	-0.4
COC(=O)c1oc(-c2ccccc2)nc1C
  4	0.6	-7	-28	32	0	-2	-16	-1.1
O=C(O)/C=C/C(=O)N1CCN(c2cccc(Cl)c2)CC1
  -4	1.1	18	20	26	1	4	3	1.0
COc1ccc2c(c1)C(NC(C)=O)C(=O)N2C (configuration not stated)
  3	0.1	-3	15	-6	12	-3	-2	0.1
COc1ccc(NC(=O)c2ccc(Cl)nc2)cc1S(=O)(=O)N1CCCCC1
  91*	1.7	9	-34	10	9	0	46	5.1
COc1ccc(CN(C(=S)Nc2ccccc2)C2CC(=O)N(c3ccc(F)cc3)C2=O)cc1 (configuration not stated)
  18	-1.4	12	-3	21	7	-17	8	-0.9
O=C(c1ccc([N+](=O)[O-])cc1)N(Cc1ccc(Cl)cc1)N1C(=O)CCCC1=O
  -10	87*	27	2	-17	14	0	5	27*
O=C(O)/C=C/C(=O)Nc1ccc2nccnc2c1
  -4	0.9	-20	19	5	0	1	-17	1.2
COc1cc(NC(=O)CSc2nccc(=O)[nH]2)c(C)cc1[N+](=O)[O-]
  -1	0.3	0	19	-16	15	-1	-2	-0.6
COc1cc(C2C(C#N)=C(N)N(c3cccnc3)C3=C2C(=O)CCC3)ccc1O (configuration not stated)
  -6	1.2	-7	10&-20	-8	8&6	2	-14	-0.1

# Record cards (already shown):
# COc1ccc(CN(C(=O)CSc2nnc(-c3c[nH]c4ccccc34)o2)c2ccc(F)cc2)cc1OC is entered as 14-3-3 Bad inh = -1; TRPML3 ag = 0.5; NPY1 pot ag = -6; EP2 mod = -49; PPC-1+TRAIL kill = 33; EP2 antag = 32; NPY-Y1 antag = 5; CHOP inh = 35; TRPN1 ag = 2.4
# O=C(O)/C=C/C(=O)N1CCN(c2cccc(Cl)c2)CC1 is entered as 14-3-3 Bad inh = -4; TRPML3 ag = 1.1; NPY1 pot ag = 18; EP2 mod = 20; PPC-1+TRAIL kill = 26; EP2 antag = 1; NPY-Y1 antag = 4; CHOP inh = 3; TRPN1 ag = 1.0
